TRAIL sens C8 = viability loss with TRAIL in NB7+C8 cells, primary screen, TRAIL sensitizer project, cell-based, ATPlite luminescence; 360,000 tested, 1% active; inhibition (viability loss, TRAIL sensitization), % at 10 µM;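 active = compounds causing at least 50% loss of cell viability in the single-dose screen, relative to plate controls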
KKLEB tox = cytotoxicity in KKLEB CF airway cells, primary screen, cytotoxicity control for CF NF-kB inhibitor project, cell-based, uHTS, fluorescence assay plates | KKLEB CF airway cells viability, ATPlite luminescence, overnight; stronger effect = lower value; cells stimulated with P. aeruginosa culture filtrate | activity change (cytotoxicity), % at 5 µM | 360,000 tested, 0.36% active;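 active = corrected activity change at or below -50% at 5 µM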
TWEAK-Fn14 inh = inhibitors of TWEAK-Fn14 signaling, primary screen, luciferase reporter cells, uHTS. inhibition, % at 10 µM. 360,000 tested, 2% active. TWEAK-stimulated Fn14 reporter cells, luciferase luminescence, 8 h; in the data active = inhibition above about 50%
NCOA3 inh = SRC3 coactivator transcriptional activity inhibitors, primary screen, cell-based, luminescence; HEK293 GAL4-SRC3 luciferase reporter; 360,000 tested, 0.17% active; inhibition, % at 3.6 µM; Nuclear receptor coactivator 3 (Homo sapiens), Q9Y6Q9;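 active = inhibition above a per-campaign cutoff, the mean of all compounds plus 3 SD, cut at about 60% in these data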;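 also: 0% = DMSO-treated cells and 100% = gossypol-treated cells at 36 µM; higher means less SRC3-driven luciferase light from the GAL4 reporter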
NR5A2 inv ag = LRH-1 (NR5A2) inverse agonists, primary screen, cell-based, luminescence, HEK293T, StAR-luciferase reporter; AID 602396, 2012; LRH-1 transfected, 24 h; inhibition, % at 3.6 µM; Nuclear receptor subfamily 5 group A member 2 (Homo sapiens), O00482; 360,000 tested, 0.13% active;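 active = inhibition above the mean inhibition of all tested compounds plus 3 SD, cut at about 73% in these data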;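 also: 0% = DMSO wells and 100% = reporter-only cells lacking LRH-1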
Target sequence (O00482 whole entry, looked up): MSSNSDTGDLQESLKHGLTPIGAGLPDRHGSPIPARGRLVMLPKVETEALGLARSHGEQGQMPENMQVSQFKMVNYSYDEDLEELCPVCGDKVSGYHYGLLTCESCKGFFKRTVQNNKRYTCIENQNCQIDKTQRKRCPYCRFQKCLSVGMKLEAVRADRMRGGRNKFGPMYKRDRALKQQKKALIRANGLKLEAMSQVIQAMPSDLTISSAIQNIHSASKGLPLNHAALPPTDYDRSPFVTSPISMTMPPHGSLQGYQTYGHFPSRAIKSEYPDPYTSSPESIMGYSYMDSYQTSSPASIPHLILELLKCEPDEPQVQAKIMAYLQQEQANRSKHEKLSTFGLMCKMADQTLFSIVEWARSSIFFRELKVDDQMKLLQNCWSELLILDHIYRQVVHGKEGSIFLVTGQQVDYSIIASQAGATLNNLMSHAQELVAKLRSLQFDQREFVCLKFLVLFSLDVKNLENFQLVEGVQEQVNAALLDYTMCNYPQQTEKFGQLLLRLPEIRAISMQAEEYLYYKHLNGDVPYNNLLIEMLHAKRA
Shn3 3UTR inh = reduction of Shn3 3'UTR firefly luciferase signal, primary screen, Schnurri-3 inhibitor project, cell-based, Clone20 osteoblasts, set 2; Clone20 osteoblast Shn3 3'UTR firefly luciferase, 24 h; inhibition, % at 12.5 µM; 360,000 tested, 0.52% active; AID 588674, 2011;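 active = mean inhibition of at least 75% with every replicate also reaching 75%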;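 also: 0% = median of neutral control wells and 100% = pilot-screen positive control compound; some compounds past the cut are filed as inactive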
TROY signal inh = inhibitors of TROY-driven NF-kB signaling, primary screen, Q293 LMP1-TROYcd cells, NF-kB luciferase, uHTS; Q293 LMP1-TROYcd NF-kB luciferase reporter, 4 h; inhibition, % at 10 µM; 360,000 tested, 0.98% active;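 active = compounds whose plate-normalised and pattern-corrected inhibition of the luciferase reporter signal at the single screening dose is 50% or more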
NR2F2 inh = NR2F2 transcriptional activity inhibitors, primary screen, cell-based, luciferase reporter, HEK293T, luminescence; COUP transcription factor 2 (Homo sapiens), P24468; 370,000 tested, 0.7% active; inhibition, % at 8.6 µM; HEK293T NGFI-A luciferase reporter;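 active = inhibition above a per-plate cutoff, mean inhibition of test wells between control levels plus 3 SD, cut at about 38% in these data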;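 also: cells cotransfected with COUP-TFII expression vector driving the NGFI-A reporter; 0% = median of COUP-TF2 test wells and 100% = reporter-only cells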
Target sequence (P24468 whole entry, looked up): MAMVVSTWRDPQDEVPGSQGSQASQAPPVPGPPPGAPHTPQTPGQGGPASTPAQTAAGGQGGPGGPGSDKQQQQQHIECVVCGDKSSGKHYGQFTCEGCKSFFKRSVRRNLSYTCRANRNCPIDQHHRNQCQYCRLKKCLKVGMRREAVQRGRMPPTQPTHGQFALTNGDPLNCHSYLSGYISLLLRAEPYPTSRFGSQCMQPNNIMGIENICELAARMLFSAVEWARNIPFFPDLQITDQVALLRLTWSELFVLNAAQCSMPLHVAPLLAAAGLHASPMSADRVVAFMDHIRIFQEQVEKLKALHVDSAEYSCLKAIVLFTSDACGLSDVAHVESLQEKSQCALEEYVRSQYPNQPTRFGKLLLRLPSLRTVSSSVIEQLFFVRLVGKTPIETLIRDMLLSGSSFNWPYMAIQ
SRC1 inh = SRC1 coactivator transcriptional activity inhibitors, primary screen, cell-based, luminescence. AID 588354, 2011. inhibition, % at 3.6 µM. Nuclear receptor coactivator 1 (Homo sapiens), Q15788. HEK293 GAL4-SRC1 luciferase reporter. 360,000 tested, 0.12% active;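 active = inhibition above the campaign mean plus 3 SD, with each screening campaign given its own cutoff, cut at about 60% in these data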;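 also: 0% = DMSO treated cells and 100% = gossypol at 36 µM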
EBV LMP1 NFkB = EBV LMP1-driven NF-kappaB luciferase reporter inhibitors, primary screen, cell-based, luminescence, single point. LMP1-induced NF-kappaB luciferase reporter cells. inhibition, % at 12.5 µM. 350,000 tested, 0.69% active. AID 504558, 2011; in the data active = inhibition above about 41%;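 also: 0% = neutral control wells and 100% = reference inhibitor control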
CF NFkB inh = inhibitors of PAF-induced NF-kB signaling, primary screen, cell-based, GFP fluorescence, uHTS; 360,000 tested, 0.86% active; KKLEB NF-kB-GFP reporter, GFP fluorescence overnight; inhibition, % at 5 µM; AID 588850, 2011;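 active = at least 50% inhibition at 5 µM, scaled per plate between neutral and stimulator controls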;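 also: PAF is a Pseudomonas aeruginosa culture filtrate used as stimulus; plate controls were PAF-stimulated DMSO wells for no effect and unstimulated DMSO wells for full effect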
* marks the source's active call; other numbers are inactive results; . = not tested or not shown.

mol,TRAIL sens C8,KKLEB tox,TWEAK-Fn14 inh,NCOA3 inh,NR5A2 inv ag,Shn3 3UTR inh,TROY signal inh,NR2F2 inh,SRC1 inh,EBV LMP1 NFkB,CF NFkB inh
CC(C)n1nnnc1C1c2ccccc2C(=O)N1Cc1ccco1 (stereo unspecified),-6,.,30,.,-14,.,11,-11,.,.,.
CCOCCCN(Cc1cc2cc(C)cc(C)c2[nH]c1=O)C(=O)N(CC)CC,4,7,1,7,-12,17,2,-4,-18,6,-8
Cc1csc(CNc2ncnc3ccc(-c4ccoc4)cc23)c1,3,-20,90*,53,18,-3,54*,40*,56,38,71*
CN1C(=O)Cc2cc(S(=O)(=O)NCc3c(F)cccc3Cl)ccc21,-16,-2,41,-11,-15,3,7,-1,-10,-5,8
CN(CC(=O)NCCc1ccc(S(N)(=O)=O)cc1)S(=O)(=O)c1ccc(Br)s1,5,-13,37,3,-1,0,-9,-10,-5,-5,15
CCOC(=O)c1sc(NC(=O)CSc2nc3c(c(=O)n2-c2ccc(C)cc2)SCC3)c(C(=O)OCC)c1C,-2,-60*,-33,7,8,6,-2,-5,-7,-2,30
CCOc1ccc2cc(C(=O)c3ccccc3)c(=O)oc2c1,-8,6,-24,-31,-51,-51,-67,-31,-70,-13,-6
O=C(CNC(=O)c1ccco1)NNC(=O)c1ccc(Br)cc1,-23,9,2,1,7,4,22,5,-8,2,-13
CS(=O)(=O)c1ccc(C(=O)OCC(=O)NC(=O)Cc2ccccc2)cc1,-5,-1,-10,7,15,5,-10,8,26,-1,22
O=C(Cn1nnc(-c2ccccc2)n1)NC(=O)NC1CCCC1,-1,-16,-5,16,-14,4,2,-6,-7,4,30
Cn1c(=O)oc2cc(S(=O)(=O)NCC3CCCO3)ccc21 (stereo unspecified),-5,1,3,-2,-10,-4,-8,2,4,-3,-5
O=C(NC(=S)NNC(=O)c1cccs1)c1ccc(Br)o1,19,-7,-2,-17,-9,6,-42,9,-4,1,-2
Cc1ccc(CC(=O)Nc2cccc(C)n2)cc1,4,-7,-2,-57,-45,-13,-68,-25,-51,-18,-1
CCC(=O)NCCN1CCN(C(=O)CC)CC1,-16,1,5,13,-1,-3,-5,1,-10,-12,0
COc1ccc(NC(=O)CCC(=O)N2CCC(c3ccccc3)=N2)cc1S(=O)(=O)N1CCCCC1,-9,2,-9,-4,-5,16,2,13,8,7,3
CCCOC(=O)c1ccc(Oc2cn[nH]c2-c2ccc(O)cc2O)cc1,-2,10,-2,4,4,34,50*,26,1,-4,14
Cn1c(=O)c2c(nc(N3CCOCC3)n2CCc2ccccc2)n(C)c1=O,-12,-7,-2,-2,23,-2,12,3,5,2,-14
NC(=O)c1cc(N=Nc2c(N)[nH]n(-c3c(Cl)cc(Cl)cc3Cl)c2=O)ccc1Cl,-7,12,-5,4,1,-13,9,10,-4,0,-6
O=C(CSc1nc2ccccc2o1)NCc1ccco1,0,2,6,11,4,-7,-2,-5,0,-11,-8
CC(C)(C)c1cc(C(C)(C)C)cc(S(=O)(=O)CCc2ccccn2)c1,-11,5,-13,1,6,-3,16,6,17,-13,-6
O=S(=O)(NC1CCCCC1)c1ccc(Br)s1,-17,-8,26,-4,15,-9,-3,-11,-15,1,1
Cc1ccc(C(=O)N2CCCCCC2)cc1Br,-8,-2,3,12,-18,10,-5,-10,-8,-12,1
COc1ccc(CNC(=O)Cn2ccc(N)nc2=O)cc1,4,6,-17,-8,3,13,16,5,-1,6,-12
CC(C)=CCN1CCN(Cc2cc(CC(C)C)n[nH]2)CC1CCO (stereo unspecified),-13,16,1,-16,-11,9,-8,-3,-12,-4,2
Cc1ccc(S(=O)(=O)N2CCN(CC3CC4C=CC3C4)CC2)cc1 (stereo unspecified),-1,5,-1,2,16,24,-9,9,-3,-5,-1

(next part)
mol,TRAIL sens C8,KKLEB tox,TWEAK-Fn14 inh,NCOA3 inh,NR5A2 inv ag,Shn3 3UTR inh,TROY signal inh,NR2F2 inh,SRC1 inh,EBV LMP1 NFkB,CF NFkB inh
O=C(NCc1ccccc1)C(c1ccco1)N(C(=O)c1csnn1)c1ccccc1F (stereo unspecified),-11,2,19,-20,14,2,-6,-12,-7,-4,-1
COc1ccccc1N1CCN(S(=O)(=O)c2ccc3c4c(cccc24)C(=O)N3)CC1,4,21,15,-16,-1,11,15,19,-27,-4,-17
Clc1ccc(-c2cc(CSc3cccc(Cl)c3)on2)cc1,-12,2,-9,-11,-18,-32,-67,-9,4,-3,3
CCN(C(C)=O)N(CC)c1nc(Cl)nc(NC(C)C)n1,-8,9,18,18,14,-10,-2,2,9,-1,-18
CCOc1ccccc1/C=C(\C#N)C(=O)NC1CC1,-12,-4,-22,22,9,.,-12,-5,11,.,-27
O=C(CCC(=O)N1CCc2ccccc2C1)NCCc1ccc(Cl)cc1,-17,-8,-19,1,10,7,10,-11,11,4,4
CCN(CC)S(=O)(=O)c1ccc(NC(=O)c2cnccn2)cc1,11,-10,1,-7,-13,-9,-13,16,-6,3,-13
CCOC(=O)CNC(=S)N(Cc1cccs1)C1CCCC1,-2,-10,7,5,0,11,2,-6,-23,2,10
O=C(CSc1nnc2ccc(-c3ccccn3)nn12)N1CCCC1,11,4,9,14,-11,-6,4,10,-11,-4,-5
Cc1ccc(C(NC(=O)C(C)C)c2cc([N+](=O)[O-])c3cccnc3c2O)cc1 (stereo unspecified),43,3,22,-2,11,54,7,0,8,14,14
Cc1ccc(C(=O)NCC(=O)OCC(=O)NCC(F)(F)F)cc1,0,-5,17,4,-3,13,-9,7,-7,-1,16
CC(C)NC(=O)CC1OC(=O)c2ccccc21 (stereo unspecified),-7,12,6,5,-3,-6,-4,-25,-18,6,16
Cc1ccc(NC(=O)CSc2nnc(NC(=O)c3ccco3)s2)cc1,2,16,-4,-28,10,-20,-69,4,-22,-19,14
CCOc1ccc(N(CC(=O)NCC(C)C)S(C)(=O)=O)cc1,-5,7,-1,17,2,5,-1,-5,-13,7,0
CC(NC(=O)Nc1ccc2c(c1)OCO2)c1ccncc1 (stereo unspecified),0,-23,0,-4,-13,-26,-3,-7,-2,0,38
CC1CC(C)CN(C(=O)c2ccc(NS(=O)(=O)c3ccc4[nH]c(=O)[nH]c4c3)cc2)C1 (stereo unspecified),-7,3,7,1,4,-4,-6,0,3,4,-6
O=C(CN(Cc1ccccc1F)C(=O)c1csnn1)NC1CCCCC1,17,2,-1,4,-8,-10,-1,-11,8,-1,-9
CCc1nc2c(OCC(=O)C(C)(C)C)cccn2c1N(C=O)Cc1ccc(OC)cc1,-4,1,16,14,0,0,6,-6,6,.,-7
COc1cccc(OC)c1C(=O)OCC(=O)N1CC(C)CC(C)C1 (stereo unspecified),-5,-10,-6,22,0,-34,-13,5,-14,-3,-10
O=C1C=C(c2cc(Cl)cc(Cl)c2)C[C@@H](c2ccc(F)cc2)C1,1,-6,-1,2,4,-6,-14,3,-7,-3,22
CCSc1nnc(NC(=O)c2nn(C(C)C)c(=O)c3ccccc23)s1,8,4,12,-12,3,6,9,-5,-3,-3,-9
Cc1noc(C)c1S(=O)(=O)Nc1ccc(C(=O)N2CCCCC2)cc1,-1,-14,-4,-14,14,-10,4,-11,14,-7,10
COc1cccc(CNCC(=O)Nc2ccc(N3CCOCC3)cc2)c1,-5,-2,-9,8,-1,7,-7,0,1,-2,5
CCOC(=O)c1ccc(N(CC(=O)NC2CCCC2)C(=O)CNC(=O)c2ccco2)cc1,10,2,15,1,0,-24,-9,1,1,9,-3
COCCNC(=O)CN1C(=O)COc2ccc(S(=O)(=O)N3CCCCCC3)cc21,2,26,18,14,11,-2,-16,0,5,-1,-37

A second format for part of the listing above.
Compound: O=C(CNC(=O)c1ccco1)NNC(=O)c1ccc(Br)cc1
  TRAIL sens C8 = -23	KKLEB tox = 9	TWEAK-Fn14 inh = 2	NCOA3 inh = 1	NR5A2 inv ag = 7	Shn3 3UTR inh = 4	TROY signal inh = 22	NR2F2 inh = 5	SRC1 inh = -8	EBV LMP1 NFkB = 2	CF NFkB inh = -13

Compound: Cc1noc(C)c1S(=O)(=O)Nc1ccc(C(=O)N2CCCCC2)cc1
  TRAIL sens C8 = -1	KKLEB tox = -14	TWEAK-Fn14 inh = -4	NCOA3 inh = -14	NR5A2 inv ag = 14	Shn3 3UTR inh = -10	TROY signal inh = 4	NR2F2 inh = -11	SRC1 inh = 14	EBV LMP1 NFkB = -7	CF NFkB inh = 10

Compound: O=S(=O)(NC1CCCCC1)c1ccc(Br)s1
  TRAIL sens C8 = -17	KKLEB tox = -8	TWEAK-Fn14 inh = 26	NCOA3 inh = -4	NR5A2 inv ag = 15	Shn3 3UTR inh = -9	TROY signal inh = -3	NR2F2 inh = -11	SRC1 inh = -15	EBV LMP1 NFkB = 1	CF NFkB inh = 1

Compound: CC1CC(C)CN(C(=O)c2ccc(NS(=O)(=O)c3ccc4[nH]c(=O)[nH]c4c3)cc2)C1 (stereo unspecified)
  TRAIL sens C8 = -7	KKLEB tox = 3	TWEAK-Fn14 inh = 7	NCOA3 inh = 1	NR5A2 inv ag = 4	Shn3 3UTR inh = -4	TROY signal inh = -6	NR2F2 inh = 0	SRC1 inh = 3	EBV LMP1 NFkB = 4	CF NFkB inh = -6

Further compounds follow.
mol,TRAIL sens C8,KKLEB tox,TWEAK-Fn14 inh,NCOA3 inh,NR5A2 inv ag,Shn3 3UTR inh,TROY signal inh,NR2F2 inh,SRC1 inh,EBV LMP1 NFkB,CF NFkB inh
Nc1nnc(Cc2ccc(F)cc2)s1,-6,-11,-13,23,9,-10,-8,6,9,3,13
Cc1ccc(NC(=O)Cc2ccc(F)cc2)cc1,2,7,-11,-14,-12,-10,-34,-12,-34,-1,1
Cc1ccc(N=C2c3ccccc3C(=O)C2[N+](=O)[O-])cc1C (stereo unspecified),-3,-10,23,10,-14,-23,33,-11,-8,-7,5
Cc1ccc(C(=O)CSc2nc(C(C)C)nc3ccccc23)cc1,-1,11,1,21,-4,-4,-27,-4,10,14,4
Cc1ccc(C)c(OCCN2CCOCC2)c1,-12,2,-1,-1,-7,-21,10,8,22,-8,-5

Reformatted: results already given
Every second line gives: TRAIL sens C8	KKLEB tox	TWEAK-Fn14 inh	NCOA3 inh	NR5A2 inv ag	Shn3 3UTR inh	TROY signal inh	NR2F2 inh	SRC1 inh	EBV LMP1 NFkB	CF NFkB inh
- COc1ccccc1N1CCN(S(=O)(=O)c2ccc3c4c(cccc24)C(=O)N3)CC1
→ 4	21	15	-16	-1	11	15	19	-27	-4	-17
- CCOc1ccccc1/C=C(\C#N)C(=O)NC1CC1
→ -12	-4	-22	22	9	.	-12	-5	11	.	-27
- O=C(CSc1nc2ccccc2o1)NCc1ccco1
→ 0	2	6	11	4	-7	-2	-5	0	-11	-8

Compound activity deposited in PubChem by several laboratories.

A portion of the library (hit frequency here may not be typical).
